Screening data: PubChem BioAssay, several laboratories
DUSP3 inh: VHR1 phosphatase inhibitors, primary screen, biochemical, absorbance, uHTS. Dual specificity protein phosphatase 3 (Homo sapiens), P51452. recombinant VHR phosphatase, pNPP absorbance. inhibition, % at 13.3 µM. 290,000 tested, 0.52% active. AID 1654, 2009; in the data active = inhibition above about 50%; also: some compounds called inactive have numbers as strong as hits
Target sequence (P51452 whole entry, looked up): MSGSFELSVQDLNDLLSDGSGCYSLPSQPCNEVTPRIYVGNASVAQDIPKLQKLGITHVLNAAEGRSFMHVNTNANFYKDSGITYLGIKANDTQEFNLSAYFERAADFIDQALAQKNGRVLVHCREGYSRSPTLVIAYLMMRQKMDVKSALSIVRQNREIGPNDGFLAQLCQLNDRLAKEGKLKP
Anthrax LF prot: Bacillus anthracis LF protease inhibitors, primary screen, biochemical, multiplex microsphere, MLPCN library; multiplex microsphere protease cleavage assay; 360,000 tested, 0.12% active; inhibition, % at 10 µM; also: plate controls were buffer without enzyme for full effect and enzyme alone for no effect
PrPC TRFRET: inhibitors of human cell surface prion protein PrPC, primary screen, cell-based, TR-FRET; Major prion protein (Homo sapiens), P04156; TR-FRET read-out; inhibition, % at 13.8 µM; 370,000 tested, 0.43% active; AID 720596, 2013; in the data active = inhibition above about 24%; also: 0% = median of the test wells and 100% = reference compound wells
PriA SSB inh: inhibitors of Klebsiella pneumoniae PriA binding to SSB C-terminal tail, primary screen, biochemical, AlphaScreen | AlphaScreen SSBct-PriA binding, biotinylated peptide | inhibition, % at 33 µM | 430,000 tested, 0.6% active; in the data active = inhibition mostly above about 37%, no sharp cut-off; inactive = mostly below about 20%;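 also: plate controls were negative control peptide for no effect and reference peptide for full effect; strong numbers were not always called active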
BoNT-F LC inh: BoNT/F light chain protease inhibitors, primary screen, biochemical, flow cytometry, MLPCN library; 360,000 tested, 0.22% active; Multiplex microsphere protease cleavage assay; inhibition, % at 10 µM; Botulinum neurotoxin type F light chain protease (Clostridium botulinum); AID 588497, 2011; in the data active = inhibition above about 35%, passing the limit was not always enough; inconclusive = no clear call, values can overlap the other calls; also: plate controls were buffer without enzyme for full effect and enzyme alone for no effect
CCHF vOTU inh: CCHFV vOTU protease inhibitors, primary screen, biochemical, Pep-AMC substrate, fluorescence; Crimean-Congo hemorrhagic fever virus L polyprotein viral ovarian tumor (vOTU) protease …; inhibition, % at 11.5 µM; 370,000 tested, 0.55% active; AID 651958, 2012; in the data active = inhibition above about 30%; also: 0% = vehicle wells with enzyme and 100% = no enzyme wells
BoNT A protease: BoNT/A light chain protease inhibitors, primary screen, biochemical, flow cytometry, MLPCN library. inhibition, % at 10 µM. Botulinum neurotoxin type A light chain protease (Clostridium botulinum A str. ATCC 3502). 360,000 tested, 0.17% active. multiplex microsphere protease substrate cleavage; also: plate controls were buffer without enzyme for full effect and enzyme alone for no effect
Rv3671c protease: Rv3671c serine protease inhibitors, primary screen, biochemical, fluorescence polarization, M. tuberculosis H37Rv | P9WHR9 | inhibition, % at 5.96 µM | 320,000 tested, 0.048% active | AID 2606, 2010; in the data active = inhibition above about 38%;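 also: extracellular domain of Rv3671c used as enzyme; 0% = enzyme with DMSO and 100% = no enzyme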
Target sequence (P9WHR9 whole entry, looked up, the tested form may be a part): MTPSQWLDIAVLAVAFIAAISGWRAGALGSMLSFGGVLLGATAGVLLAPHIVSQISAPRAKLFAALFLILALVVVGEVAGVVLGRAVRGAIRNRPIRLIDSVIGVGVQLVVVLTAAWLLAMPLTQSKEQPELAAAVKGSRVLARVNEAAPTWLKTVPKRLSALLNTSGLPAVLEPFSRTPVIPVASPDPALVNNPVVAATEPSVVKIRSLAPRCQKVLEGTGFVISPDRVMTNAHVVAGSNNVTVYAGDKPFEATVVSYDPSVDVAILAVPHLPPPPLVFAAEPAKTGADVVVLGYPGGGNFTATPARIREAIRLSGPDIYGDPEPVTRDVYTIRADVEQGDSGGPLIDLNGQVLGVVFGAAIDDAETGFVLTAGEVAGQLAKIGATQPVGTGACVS
3CLpro inhibitor: SARS-CoV 3CLpro protease inhibitors, primary screen, biochemical, quenched FRET; recombinant SARS-CoV 3CLpro, quenched FRET peptide cleavage; AID 1706, 2009; 290,000 tested, 0.14% active; inhibition, % at 6 µM; in the data active = inhibition above about 12%
MazEF act: activators of E. coli MazEF toxin-antitoxin RNase, primary screen, biochemical, fluorescence, uHTS; FAM/BHQ RNA-DNA oligo cleavage fluorescence, 5 h; activation, % at 20 µM; 350,000 tested, 0.32% active; AID 504720, 2011; in the data active = activation above about 50%
Target sequence (P0AE70 whole entry, looked up): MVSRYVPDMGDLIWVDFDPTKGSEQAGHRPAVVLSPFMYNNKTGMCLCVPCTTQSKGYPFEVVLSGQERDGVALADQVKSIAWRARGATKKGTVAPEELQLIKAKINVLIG
* = called active by the depositor; ? = inconclusive; nt = not tested or not shown. Rule as the data show it, unless noted: active = inhibition above about 30%; inconclusive = no clear call, values can overlap the other calls; inactive = below that. An excerpt (hit frequency here may not be typical).

SMILES | DUSP3 inh | Anthrax LF prot | PrPC TRFRET | PriA SSB inh | BoNT-F LC inh | CCHF vOTU inh | BoNT A protease | Rv3671c protease | 3CLpro inhibitor | MazEF act
C/C(=N\NC(=O)c1nc2ccccn2c1C)c1ccco1 | 18 | 0 | -6 | nt | -8 | 13 | -0.7 | 2 | -1 | 3
C#CCOc1c(Br)cc(/C=C2/C(=O)ON=C2C)cc1OCC | 7 | -15 | -2 | -4 | 21 | -1 | 0.9 | 3 | -3 | -8
COc1ccc(S(=O)(=O)N2CCCCC2)cc1N(C)S(=O)(=O)c1ccccc1 | 23 | -3 | 7 | 2 | 16 | -3 | 1.3 | -5 | 5 | 7
Cc1ccc(S(=O)(=O)NCCN(CCNS(=O)(=O)c2ccc(C)cc2)S(C)(=O)=O)cc1 | 34 | 2 | 1 | -14 | 2 | 2 | -0.5 | -2 | 3 | 0
CCCCCCOc1ccc(N2C(=O)CC(N3CCN(C(=O)c4ccco4)CC3)C2=O)cc1 (centres undefined) | -6 | -6 | -3 | -18 | -2 | 1 | -0.1 | -5 | 1 | -3
COc1ccccc1NC(=O)CN(Cc1ccco1)C(=O)c1cncc(Br)c1 | 3 | 0 | -4 | -12 | 6 | 15 | 0.0 | -7 | -6 | 5
COC(=O)N/N=C(\C)c1ccc(C)c([N+](=O)[O-])c1 | -9 | 1 | -11 | nt | -3 | 5 | -2.5 | -1 | 1 | 8
Cc1nn(C(=O)CCC(=O)NCc2ccccc2Cl)c2ccccc12 | -37 | 1 | 13 | -11 | 1 | 8 | -0.1 | 5 | 2 | -3
CCOc1ccc(N(CC(=O)N2CC=C(c3ccccc3)CC2)S(=O)(=O)c2c(C)noc2C)cc1 | 12 | -6 | -3 | -13 | 2 | -2 | 0.0 | -7 | -2 | 10
CCOCCCNC(=O)c1oc2ccc(S(=O)(=O)N3CCOCC3)cc2c1C | 12 | -6 | 0 | -23 | 12 | 3 | -1.0 | 7 | 1 | 2
C=CCN1C(=O)c2ccccc2NC1c1ccc(Br)s1 (centres undefined) | 3 | -2 | -1 | -8 | 10 | 0 | 2.3 | 7 | 1 | -1
CC(Oc1ccccc1Cl)c1nnc(N)s1 (centres undefined) | 14 | -2 | -1 | 3 | 18 | 8 | -0.2 | 10 | -2 | 0
CCN(CC(=O)Nc1ccc(NC(C)=O)cc1)S(=O)(=O)/C=C/c1ccccc1 | nt | nt | 1 | 8 | nt | 0 | nt | -4 | nt | 11
COc1cc(C2NC(=S)NC(c3ccccc3)=C2C(C)=O)cc(Cl)c1OCC(=O)O (centres undefined) | 36 | 1 | -5 | -6 | -1 | 0 | 0.2 | -3 | 3 | 5
COc1ccc(N2c3ccccc3CN(Cc3ccccc3)CC2Cc2cc(OC)c(OC)c(OC)c2)cc1 (centres undefined) | nt | -13 | 2 | nt | -2 | 10 | -0.7 | nt | nt | 5
S=C(Nc1cccc(Cl)c1Cl)N1CCCC1 | -8 | 2 | 3 | -4 | -11 | -8 | 1.4 | nt | 1 | 7
CC(OC(=O)CNC(=O)C12CC3CC(CC(C3)C1)C2)C(=O)Nc1ccc(S(N)(=O)=O)cc1 (centres undefined) | 18 | 3 | 8 | -15 | -2 | 11 | 0.3 | 5 | 0 | 1
Cc1ccc(C(=O)NNC(=O)c2cccc(S(=O)(=O)N3CCN(c4ccccc4)CC3)c2)cc1 | 0 | 1 | 4 | 6 | -2 | -4 | 0.7 | -2 | 0 | -4
COc1ccc(-n2nnnc2C(c2cccc3ccccc23)N2CCC(n3c(=O)[nH]c4ccccc43)CC2)cc1 (centres undefined) | nt | 10 | -12 | nt | 0 | 8 | -0.8 | nt | nt | nt
Cc1cccc(C(=O)N2CCC(Cc3ccccc3)CC2)c1[N+](=O)[O-] | -10 | 2 | 11 | 15 | 2 | 9 | -0.1 | -5 | 8 | 1
Cc1ccc(C(=O)N2c3ccccc3Sc3ccccc32)cc1 | nt | -10 | 8 | nt | 1 | -8 | -0.2 | nt | nt | nt
N#Cc1cnn(-c2ncnc3sc4c(c23)CCCC4)c1N | -14 | 0 | -1 | -9 | -17 | 0 | -0.6 | 8 | 0 | -2
CC(=O)c1ccc(N2C(=O)CC(N3CCN(S(=O)(=O)c4ccc(C)c(C)c4)CC3)C2=O)cc1 (centres undefined) | nt | -9 | -5 | -9 | -4 | -8 | -0.1 | 4 | nt | 0
O=C(C[n+]1cccc(CNC(=O)c2ccc(OC(F)F)cc2)c1)Nc1cccc(C(F)(F)F)c1 | 14 | 0 | 1 | 2 | -10 | 3 | 0.3 | 6 | 2 | 31
CC(C)(C)N(NC(=O)Nc1ccc(Cl)c(Cl)c1)C(=O)c1ccccc1 | 16 | -6 | 1 | -9 | -1 | -8 | -0.1 | -56 | 5 | 3

One compound at a time, from the list above. Values in the order: DUSP3 inh, Anthrax LF prot, PrPC TRFRET, PriA SSB inh, BoNT-F LC inh, CCHF vOTU inh, BoNT A protease, Rv3671c protease, 3CLpro inhibitor, MazEF act
`Cc1ccc(C(=O)N2c3ccccc3Sc3ccccc32)cc1` is listed as nt, -10, 8, nt, 1, -8, -0.2, nt, nt, nt
`C/C(=N\NC(=O)c1nc2ccccn2c1C)c1ccco1` is listed as 18, 0, -6, nt, -8, 13, -0.7, 2, -1, 3

New compounds follow
SMILES | DUSP3 inh | Anthrax LF prot | PrPC TRFRET | PriA SSB inh | BoNT-F LC inh | CCHF vOTU inh | BoNT A protease | Rv3671c protease | 3CLpro inhibitor | MazEF act
Cc1nc(N)nc(Cl)c1CCC1OCCO1 | nt | -6 | -6 | 0 | 0 | -6 | -0.5 | nt | nt | 0
CCN(CC)S(=O)(=O)c1ccc(C(=O)NCCc2cc3c(OC)ccc(OC)c3[nH]c2=O)cc1 | -16 | -3 | 9 | -3 | -8 | 1 | -0.5 | 2 | -1 | 9
COc1ccc(S(=O)(=O)N(C)C)cc1NS(=O)(=O)c1ccc(F)c(F)c1F | 10 | 0 | 7 | 6 | 3 | -11 | 0.9 | 8 | 4 | 3
O=C(COC(=O)Cc1ccc(Cl)cc1Cl)Nc1ccccc1OC(F)F | -7 | -5 | -2 | -20 | -20 | 26 | -1.8 | 12 | 1 | -5
Cc1cccc2sc(NC(=O)C3CCN(C(=O)c4ccco4)CC3)nc12 | 31 | 25 | 6 | 4 | 11 | 1 | -2.4 | 5 | 2 | -20
COC(=O)c1ccc(/C=C(/NC(=O)c2ccccc2)C(=O)N2CCOCC2)cc1 | 34 | -1 | -1 | -7 | 0 | 2 | 1.7 | -1 | 0 | 6
COc1ccc(C(=O)n2cnc3ccccc32)cc1 | -14 | -5 | 1 | -16 | 2 | 3 | -2.4 | 0 | -3 | 7
Fc1ccc(-c2ccnc3nc(-n4cccc4)nn23)cc1 | -8 | -1 | -4 | -19 | 4 | -5 | 0.9 | -13 | 0 | 3
O=C(NCc1cccnc1)C1CC2c3ccccc3C1c1ccccc12 (centres undefined) | 31 | 0 | 1 | -14 | -28 | 11 | 0.0 | 5 | 1 | -3
CCC1(C)CC(CCN(Cc2ccco2)C(C)=O)(c2ccccc2)CCO1 (centres undefined) | 10 | 1 | 1 | 5 | 3 | -9 | -0.3 | 5 | 5 | 5
CCN(CC)S(=O)(=O)c1cc(NC(=O)Cn2ncc(Cl)c(Cl)c2=O)ccc1C | 27 | 0 | -11 | 13 | 5 | 9 | -1.1 | -6 | 2 | 4
Fc1cccc(CSc2nc3ncc(Cl)cc3[nH]2)c1 | -4 | -8 | 1 | -8 | ? | 12 | -0.1 | -11 | 5 | 5
O=C(OCc1cccc([N+](=O)[O-])c1)c1cccnc1 | 11 | 0 | 2 | 1 | -2 | 2 | 0.3 | -1 | 0 | -11
c1ccc2c(c1)NC1(CCCCC1)n1c-2nc2ccccc21 | 4 | -2 | 1 | 15 | -6 | -258 | 1.5 | 5 | -8 | 0
Cc1ccc(CN2CC(C(=O)NCCC3=CCCCC3)CC2=O)cc1 (centres undefined) | nt | -14 | 5 | 7 | -4 | -8 | 0.5 | 0 | nt | -2
Cc1ccc(Nc2nc(=O)[nH]nc2C)cc1 | 24 | -2 | 0 | -13 | -8 | -8 | -0.7 | -4 | 0 | -5
CCCOc1ccc(N/C=C/C(=O)C(C)(C)C)cc1 | -10 | 0 | -6 | -19 | -1 | 9 | -0.2 | 4 | 5 | 6
CCN(CC)S(=O)(=O)c1ccc(N2C(=O)Nc3ccccc3N2O)cc1 | 10 | 2 | -3 | -4 | 0 | 8 | -0.1 | -3 | -4 | 10
COc1ccccc1NC(=O)C1=C(C)NC(SCC(=O)c2ccccc2)=C(C#N)C1c1ccco1 (centres undefined) | 6 | 3 | nt | 4 | 6 | nt | 5.0 | nt | 4 | 34
CCOC(=O)C(C(=O)Nc1cccc(C)c1)C1CCCCC1 (centres undefined) | 16 | 0 | 14 | -25 | 2 | -7 | 0.0 | 10 | 4 | 3
CCOc1ccc(N2C(=O)CC(NC3CCN(C(=O)c4cccs4)CC3)C2=O)cc1 (centres undefined) | 50 | 1 | -2 | -25 | -1 | 24 | -2.4 | 4 | -2 | 4
COC1=C(Nc2ccc(C)cc2)C(=O)c2ccccc2C1=O | -4 | -2 | -2 | 90* | -8 | 55* | -0.7 | -123 | 1 | 11
Cc1cc(=O)n(C)c(=O)n1CCCNc1ccccc1 | -12 | 1 | 3 | -14 | 7 | -7 | 0.8 | 5 | 5 | -1
O=C(Cn1nc(Cc2cccnc2)c2ccccc2c1=O)Nc1cc(F)ccc1F | 4 | -8 | -3 | 7 | -5 | -1 | -1.5 | 2 | 5 | 4
O=C(O)[C@@H]1CCCN1C(=O)c1ccco1 | 6 | -4 | 4 | -23 | -8 | 0 | 0.0 | 3 | -2 | 6

Next part
SMILES | DUSP3 inh | Anthrax LF prot | PrPC TRFRET | PriA SSB inh | BoNT-F LC inh | CCHF vOTU inh | BoNT A protease | Rv3671c protease | 3CLpro inhibitor | MazEF act
COc1ccc(NS(=O)(=O)c2cccc(C(=O)NN=Cc3cc(Br)c(O)c(Br)c3)c2)cc1 | nt | -9 | -14 | 7 | -4 | 18 | 0.3 | -24 | nt | 0
O=C(Nc1ccc(OC(F)F)cc1)c1cc(S(=O)(=O)N2CCCCC2)ccc1N1CCOCC1 | nt | 1 | 1 | 6 | -5 | 9 | 0.6 | -1 | nt | 4
C=CCn1c(SCC(=O)c2ccc(O)c(O)c2)nnc1-c1cccc(C)c1 | nt | -1 | 0 | 15 | -6 | 10 | -0.6 | 4 | nt | 9
CCCCCn1c(=O)c(C(=O)NCCc2ccccc2)c(O)c2ccccc21 | 16 | -5 | -3 | -24 | -7 | -13 | 1.3 | 5 | 4 | -5
COc1cccc(Nc2nnc(SCN3C(=O)c4ccccc4C3=O)s2)c1 | 4 | -4 | 3 | -4 | -2 | -8 | -0.8 | -9 | 5 | 0
COc1ccc(CCC2=NCCN2C(CC(C)C)c2nc3ccccc3[nH]2)cc1 (centres undefined) | nt | -7 | -11 | nt | 0 | -4 | 0.7 | nt | nt | nt
CCCC(C)C(=O)Nc1ccc(S(N)(=O)=O)cc1 (centres undefined) | -7 | -2 | 3 | -5 | 2 | -8 | -0.1 | -12 | 1 | -3

Rewritten with values under each structure: 2 of the compounds above
Each structure is followed by: DUSP3 inh	Anthrax LF prot	PrPC TRFRET	PriA SSB inh	BoNT-F LC inh	CCHF vOTU inh	BoNT A protease	Rv3671c protease	3CLpro inhibitor	MazEF act
C=CCn1c(SCC(=O)c2ccc(O)c(O)c2)nnc1-c1cccc(C)c1
 : nt	-1	0	15	-6	10	-0.6	4	nt	9
COc1cccc(Nc2nnc(SCN3C(=O)c4ccccc4C3=O)s2)c1
 : 4	-4	3	-4	-2	-8	-0.8	-9	5	0
